Glyco luc inh: increase of ERlucT glycosylation luciferase signal, primary screen, N-linked glycosylation inhibitor project, D54 ERlucT cells, luminescence, set 2; D54 ERlucT glycosylation luciferase reporter, 24 h; percent of 100 nM tunicamycin response; reporter increase, % at 12.5 µM; actives 0.23% (n = 360,000);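 active = mean luciferase reporter signal, scaled so untreated is 0 and the glycosylation-blocking control 100, at or above a set limit in every replicate; inconclusive = mean reaches the limit but not every replicate does; inactive = mean below the limit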;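 note: luciferase carries N-glycosylation sites so blocking glycosylation raises the light; 0% = median of neutral control wells and 100% = median of 100 nM tunicamycin wells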
PDI inh: inhibitors of human PDI, primary screen, biochemical, turbidity, single point, plate reader; inhibition, % at 10 µM; Protein disulfide-isomerase (Homo sapiens), P07237; actives 0.052% (n = 350,000); PDI insulin aggregation turbidity, A650, 90 min;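 active = mean inhibition across replicates of 30% or more, whatever share of single replicates reach that level; inconclusive = mean inhibition below 30% while every single replicate reaches 30%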;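 note: absorbance from insulin aggregation driven by PDI reduction with DTT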
Target sequence (P07237 whole entry, looked up): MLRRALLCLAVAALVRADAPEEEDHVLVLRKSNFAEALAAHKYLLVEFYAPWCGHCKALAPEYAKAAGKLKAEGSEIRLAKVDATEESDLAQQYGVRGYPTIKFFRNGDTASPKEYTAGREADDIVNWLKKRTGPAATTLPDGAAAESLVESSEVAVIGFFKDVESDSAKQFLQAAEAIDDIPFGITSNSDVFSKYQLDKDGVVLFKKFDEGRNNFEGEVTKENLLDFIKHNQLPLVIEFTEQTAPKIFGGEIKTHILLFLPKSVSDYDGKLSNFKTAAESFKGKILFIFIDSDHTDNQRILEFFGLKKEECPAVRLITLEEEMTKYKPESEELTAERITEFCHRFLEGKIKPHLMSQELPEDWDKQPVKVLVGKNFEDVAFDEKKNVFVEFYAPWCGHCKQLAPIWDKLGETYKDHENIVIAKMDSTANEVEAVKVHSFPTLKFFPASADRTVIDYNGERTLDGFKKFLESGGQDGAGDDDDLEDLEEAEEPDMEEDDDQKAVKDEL
MC4R barr agon: MC4R agonists recruiting beta-arrestin, primary screen, cell-based, luminescence, agonist arm of biased-ligand search; Melanocortin receptor 4 (Homo sapiens), P32245; U2OS MC4R beta-arrestin complementation; percent of melanotan II response, DMSO zero; activation, % at 8.9 µM; actives 0.98% (n = 360,000);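 active = activation above a per-plate cutoff, the mean activation of sample wells on that plate plus 3 SD, cut at about 8% in these data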
Target sequence (P32245 whole entry, looked up): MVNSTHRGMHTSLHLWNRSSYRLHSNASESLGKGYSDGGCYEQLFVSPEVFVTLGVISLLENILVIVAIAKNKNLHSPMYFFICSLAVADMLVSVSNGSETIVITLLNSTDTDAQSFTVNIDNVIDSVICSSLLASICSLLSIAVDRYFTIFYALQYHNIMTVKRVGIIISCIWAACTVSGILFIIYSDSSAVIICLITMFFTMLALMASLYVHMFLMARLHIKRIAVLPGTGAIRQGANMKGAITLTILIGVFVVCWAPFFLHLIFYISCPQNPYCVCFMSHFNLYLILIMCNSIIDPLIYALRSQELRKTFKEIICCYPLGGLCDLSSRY
m5-HT2A agonist: mouse Htr2a agonists via beta-arrestin recruitment, primary screen, cell-based, luminescence; 5-hydroxytryptamine receptor 2A (Mus musculus), P35363; CHO-K1 mHTR2A beta-arrestin complementation; percent of 30 µM serotonin response; activation, % at 7.6 µM; actives 0.66% (n = 360,000); AID 624169, 2012;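 active = activation above a run cutoff, the mean activation of all tested compounds plus 3 SD, cut at about 14% in these data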;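 note: 0% = plate median of compound wells and 100% = 30 µM serotonin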
Vif inh: HIV Vif self-association inhibitors, primary screen, imaging, HEK293T, single point. HEK293T cells, Vif self-association by quenched fluorescence, 24 h. inhibition, % at 7.49 µM. actives 0.35% (n = 340,000); in the data active = inhibition above about 50%, passing the limit was not always enough; inconclusive = no clear call, values can overlap the other calls; inactive = below about 31%; note: some results filed as inactive read as strong as hits
aDG glyco up: activators of alpha-DG glycosylation, primary screen, uHTS, Pro5-aDG cells, AlphaScreen; actives 0.22% (n = 360,000); alpha-DG glycosylation AlphaScreen (IIH6); 0% Pro5, 100% B10-LARGE cell signal; activation, % at 10 µM;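 active = activation of at least 8% versus controls, or a plate z-score of at least 8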;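 note: Pro5 are CHO cells carrying HIG-tagged alpha-DG that lacks glycosylation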
MC4R antag cAMP: MC4R antagonists of cAMP signaling, primary screen, cell-based, TR-FRET, antagonist arm of biased-ligand search; Melanocortin receptor 4 (Homo sapiens), P32245; MC4R-expressing cells, MTII-stimulated cAMP, LANCE TR-FRET; inhibition, % at 6.5 µM; actives 0.48% (n = 360,000);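 active = inhibition above its plate's cutoff, the mean of tested wells on that plate plus 3 SD, cut at about 29% in these data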;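 note: 0% = Melanotan II alone and 100% = Melanotan II plus saturating MCL0020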
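Material: human MC4R-expressing U2OS cells. Probe or stimulus: Melanotan II challenge. Dosing: 6.5 µM single dose. Times: 30-min compound, 1-h challenge, 1-h detection, room temperature. Technique: TR-FRET with Eu-cAMP and labeled anti-cAMP, 671 nm. Replication: singlicate.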
Cardio protect: cardioprotection against H2O2-induced cell death, primary screen, uHTS, H9c2 cells, ATPLite luminescence; protection from H2O2 cell death, % at 20 µM; actives 0.63% (n = 360,000); H9c2 cardiomyocytes, H2O2 injury protection, 2 h; AID 588492, 2011;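 active = compounds giving at least 50% protection of heart cells from peroxide-induced death in the single-dose screen, raw or plate-pattern-corrected value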;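 note: 0% = DMSO wells with peroxide and 100% = DMSO wells without peroxide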
CaV13 ICDI inh: Disruptors of the CACNA1D IQ motif to Ca2+-dependent inactivation inhibitor domain association, primary screening, Förster resonance energy transfer in intact living …; HEK cells, CFP/YFP FRET ICDI-IQ, plate reader, 10 min; percent FRET-ratio fall versus neutral wells; inhibition, % at 12.3 µM; actives 0.098% (n = 340,000);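 active = mean replicate inhibition of at least 30% and at least 1% of replicates passing that level; inconclusive = only one of the two criteria is met; inactive = neither criterion is met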;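 note: 0% = median of the neutral control wells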
ABCB6 inh 2: ABCB6 transporter inhibitors, primary screen, K562-ABCB6 cells, flow cytometry, MLPCN library; ATP-binding cassette sub-family B member 6 (Homo sapiens), Q9NP58; K562-ABCB6 porphyrin accumulation, 1 h; active compounds read low; fluorescence ratio to DMSO, % at 10 µM; actives 0.19% (n = 360,000); AID 602162, 2011;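 active = fluorescence ratio to DMSO below 75%, the collection mean minus 3 SD; inconclusive = too few cells collected in the well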;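 note: signal is porphyrin accumulated inside mitochondria; 100% equals median channel fluorescence of DMSO control wells; lower ratio means ABCB6 inhibition with less porphyrin fluorescence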
* hit, by the source's call; ? = inconclusive; nt = not tested or not shown.

SMILES	Glyco luc inh	PDI inh	MC4R barr agon	m5-HT2A agonist	Vif inh	aDG glyco up	MC4R antag cAMP	Cardio protect	CaV13 ICDI inh	ABCB6 inh 2
Cc1cc(C)nc(NS(=O)(=O)c2ccc(NC(=O)Nc3ccccc3)cc2)n1	1	6	-1.8	-3	0	-0.3	6	-2	-5	99
CC1(c2ccc3c(c2)OCCCO3)NC(=O)N(CC(=O)Nc2cccc(C#N)c2)C1=O (stereo unspecified)	1	-7	0.9	3	-1	0.1	5	6	-6	99
CCOc1ccccc1OCC(=O)NC1CCCCC1	1	3	-0.9	1	-13	0.1	6	1	-6	96
COc1ccccc1N1CC(C)C(=O)NC1=S (stereo unspecified)	-2	0	0.5	2	-18	-0.1	-2	5	-5	98
CN(CC(=O)Nc1ccccc1C(=O)NC1CC1)Cc1ccco1	1	-3	-1.9	-3	nt	4.2*	2	0	-6	106
Cc1ccc(C)c(S(=O)(=O)NC(C)C(=O)NCc2ccccn2)c1 (stereo unspecified)	1	-2	-0.2	2	-2	0.0	15	-1	nt	98
O=C(NNc1cc(Cl)cc(Cl)c1)c1cccs1	-1	6	-0.5	6	4	0.2	1	-1	-2	97
CCOC(=O)C1CN(S(=O)(=O)c2ccc(OC)cc2)c2cc(Cl)ccc2O1 (stereo unspecified)	5	22	0.2	-1	2	-0.1	10	-8	-22	99
C=CCn1c2ccccc2n2nc(C)c(=O)nc12	1	-7	1.1	3	10	0.0	6	-1	-4	101
CC(=O)CSc1nnc(-c2cnccn2)n1-c1ccccc1	1	1	-0.8	-1	-1	3.2	6	9	nt	94
CCOc1ccc(OCC(=O)Nc2ccc(N3CCCCC3)cc2)cc1	0	-2	5.6	3	0	-0.2	2	4	-6	99
CCN(CC)C(=O)c1[nH]cnc1C(=O)N[C@@H](CC(C)C)C(=O)OCc1ccccc1	-5	1	2.8	-4	nt	0.1	4	3	-6	86
COc1ccccc1N(O)C1CC(=O)N(c2ccc(Br)cc2)C1=O (stereo unspecified)	1	9	1.6	8	-2	-0.2	6	1	-5	89
N#CCCCSc1nnc(-c2ccc(Cl)cc2)n1-c1ccccc1	-2	6	0.2	0	0	0.4	5	-7	-9	98
COc1cc(OC)cc(C(=O)N2CCC(C(=O)NCCc3ccccc3)CC2)c1	1	-7	-1.0	-8	9	0.0	1	6	-1	110
CCc1nnc(N/N=C/c2cc(C)c(C)cc2C)n1N	3	0	-1.0	10	-2	0.1	-2	-7	-2	103
CO/N=C/C(=N\Nc1cc(OC)cc(OC)c1)C(=O)c1ccccc1	-1	-5	-2.1	-1	-5	-0.3	1	-15	-9	98
Cc1cc(Br)c(NC(=O)COn2nnc3ccc(S(C)(=O)=O)cc32)c(Br)c1	0	0	-1.4	0	0	0.0	7	15	-5	94
O=C(CN1CCN(Cc2ccc3c(c2)OCO3)CC1)Nc1ccc(N2CCOCC2)cc1	0	-4	-3.2	0	1	0.0	18	8	-4	98
CC(=O)c1ccc(S(=O)(=O)NCCCC(=O)NCCc2ccccn2)cc1	2	-4	1.4	-1	12	-0.4	6	1	-4	103
O=C(Cc1cccc2c(=O)cc(-c3ccccc3)oc12)OCCN1CCOCC1	0	nt	nt	5	1	0.0	nt	18	-9	88
O=[N+]([O-])c1ccc(Oc2ccc(-c3nnco3)cc2)c(Cl)c1	-6	-7	1.5	5	-10	-0.1	3	-7	-2	89
CCOCc1nnc(NC(=O)c2cccc(OC)c2)s1	0	-3	-5.3	0	10	-0.1	-2	-3	-4	98
CN(C(=O)CCN1C(=O)c2ccccc2C1=O)C1CCCCC1	-1	8	-0.6	4	-6	-0.1	-2	-8	nt	98
COc1ccc(-n2nc3c(c2NC(=O)c2ccc(N4C(=O)CCC4=O)cc2)CSC3)cc1	3	-5	-0.3	8	0	-0.4	5	12	-4	92
Later entries.
SMILES	Glyco luc inh	PDI inh	MC4R barr agon	m5-HT2A agonist	Vif inh	aDG glyco up	MC4R antag cAMP	Cardio protect	CaV13 ICDI inh	ABCB6 inh 2
Cc1nnc(SCC(=O)Nc2ccccc2)c2ccccc12	-4	-10	-0.6	1	10	0.1	21	3	-3	100
O=C(NCc1ccccc1)C(Cc1ccccc1)N1C(=O)C2C3CCC(C3)C2C1=O (stereo unspecified)	1	3	-1.2	3	4	0.1	3	-3	-6	97
CC(C)(C)N(NC(=O)OCc1ccccc1)C(=O)c1ccccc1Cl	0	6	-0.4	3	5	0.3	9	8	-4	104
CS(=O)(=O)c1ccccc1C(=O)N(CCc1ccccc1)Cc1ccccc1	-2	2	-2.5	-1	7	0.1	3	3	-3	99
Cc1nc(-n2nnc(CO)c2CO)nc2c1CCC2	2	7	-1.6	2	-3	-0.1	2	0	-3	92
Cc1ccc(N(O)C(=O)OCCNC(=O)Nc2ccccc2)cc1	1	1	0.0	-3	-4	0.1	9	6	nt	91
CN(C)C(=O)COC(=O)c1ccccc1OCC(=O)Nc1ccc(SC(F)F)cc1	2	-6	0.6	-4	-23	-0.4	7	20	-9	97
Cc1ccc(F)cc1NC(=O)c1cnccn1	5	-2	-0.9	0	8	-0.3	14	-2	-7	97
CCCCc1ccc(CC2S/C(=C(\C#N)C(=O)N3CCOCC3)N(c3ccccc3)C2=O)cc1 (stereo unspecified)	-2	4	1.2	-2	5	0.0	4	-3	-5	111
COc1ccc(F)c(CN2CCC(N3CCC(C(=O)N4CCOCC4)CC3)CC2)c1	0	-3	-0.7	0	-2	0.0	18	4	5	102
OC(c1ccc(-c2ccccc2)cc1)c1ncc(-c2ccc(F)cc2)[nH]1 (stereo unspecified)	-1	-5	10*	-4	-8	-0.2	8	-5	-10	101
CCc1noc(C)c1C(=O)OC(C)C(=O)Nc1ccccc1OC (stereo unspecified)	2	0	-4.9	-1	-6	-0.3	7	11	-5	96
CCCCN(C(=O)c1cnc2n(c1=O)CCS2)c1ccccc1	0	nt	1.0	-7	-2	0.2	14	7	3	93
CCC(=O)N1CCCC(C)(C(=O)Nc2nccc3cccnc23)C1 (stereo unspecified)	1	-3	0.1	7	0	-0.2	-2	22	-5	99
O=C(NCc1ccc(Cl)c(Cl)c1)c1cc(C2CCCCN2C(=O)c2ccccc2)on1 (stereo unspecified)	-4	-4	1.0	-1	-16	0.6	10	-9	-10	99
CCN(CC)S(=O)(=O)c1ccc(Cl)c(NC(=O)COc2ccc(OC)cc2)c1	-2	-7	31*	-3	-2	-0.3	-11	-7	-4	95
COc1cc(C(c2sc3nc(C)nn3c2O)N2CCN(c3ccccc3)CC2)cc(OC)c1OC (stereo unspecified)	3	nt	0.6	-5	4	-0.1	-52	0	-3	96
COC(=O)c1ccc(/C=C/C(=O)OCC(=O)Nc2sccc2C(N)=O)cc1	-1	-7	4.3	5	7	0.5	36*	2	nt	90
C=CCNC(=S)NNC(=O)c1cc(C)nc2ccccc12	1	7	-0.3	2	8	0.1	0	-4	-5	101
COc1ccc(OCC(O)CNCc2ccco2)cc1 (stereo unspecified)	1	-6	-2.1	-1	-15	-0.1	1	0	-6	99
CNC(=S)NC1CC2CCCC(C1)N2Cc1ccccc1OC (stereo unspecified)	2	-1	-0.9	-2	0	0.0	7	2	-5	102
O=S(=O)(c1ccccc1)N1CCN(c2ncnc3sc(-c4ccccc4)cc23)CC1	2	-5	-0.9	-2	-10	0.3	5	-3	nt	83
Cc1ccc(CNC(=O)[C@H](C)[C@H]2C[C@]2(C)[C@H](NC(=O)OCc2ccccc2)c2ccccc2)o1	1	-13	-1.4	7	-4	0.1	6	7	nt	102
Cc1ccc(CNC(=O)c2ccc(N3CCC4(CC3)CC(c3ccccc3)=NO4)c([N+](=O)[O-])c2)cc1	-4	15	-0.2	-1	-5	0.2	4	-14	-6	98
Clc1nnc(N/N=C/c2ccccc2)c2ccccc12	0	-4	1.6	2	-2	-0.2	3	-14	-8	97
(next part)
SMILES	Glyco luc inh	PDI inh	MC4R barr agon	m5-HT2A agonist	Vif inh	aDG glyco up	MC4R antag cAMP	Cardio protect	CaV13 ICDI inh	ABCB6 inh 2
Cc1ccccc1CSCC(=O)NCCSc1ccccn1	2	-1	-0.5	-1	-9	0.0	3	0	-4	98
C=C(C)CC1N(c2cccc(OC)c2)C(=O)[C@@H]2C(C(=O)O)[C@H]3C=C[C@@]12O3 (stereo partly specified)	nt	1	0.5	1	nt	-0.2	-1	-15	-9	96
CC(=O)NC1C(Oc2ccccc2C)OC(CO)C(O)C1O (stereo unspecified)	-1	0	-1.7	2	-18	0.1	20	4	-16	101
CC(C)COc1ccc(S(=O)(=O)n2cc(F)c(=O)[nH]c2=O)cc1	3	-5	1.5	3	-2	0.0	-4	-10	-7	100
CN(C)C(=O)c1ccc(NC(=O)COC(=O)C2=COCCO2)cc1	2	-11	-2.6	18*	-4	0.0	17	11	-6	100
C[C@H](CO)N1C[C@H](C)[C@H](CN(C)C(=O)Nc2cccc(F)c2)Oc2cc(C#CC3(O)CCCC3)ccc2S1(=O)=O	-1	1	-0.3	6	0	-0.2	-2	2	-5	102
CN(CC(=O)Nc1cc(S(=O)(=O)N2CCCCCC2)ccc1Cl)Cc1ccc2c(c1)OCO2	-7	10	-2.9	-12	-9	0.6	2	-11	-4	89
Cc1ccc(N2CC(C(=O)N3CCCCCC3)CC2=O)cc1 (stereo unspecified)	1	?	-2.3	-4	-8	0.6	5	0	-5	100
COc1ccc(NC(=O)C2Cc3c(-c4ccc5c(c4)OCO5)ccnc3O2)cc1 (stereo unspecified)	20	-4	-1.5	-7	nt	-0.1	-9	1	-4	98
CNc1cnc(-c2ccc(F)c(F)c2F)cn1	0	-4	0.3	-1	-1	-0.1	-9	-9	-5	88
Cc1nc(Nc2ccccc2)sc1C(=O)c1ccc(F)cc1	-7	2	2.7	-4	-1	-0.1	6	-8	-4	96
Cn1c(C=O)c(C#Cc2ccccc2)c2ccccc21	0	-4	0.5	-2	4	0.2	-1	-20	-6	102
O=C(CN(CCc1ccccc1)C(=O)c1csnn1)NC1CCCC1	0	4	-1.4	-6	15	0.1	7	3	4	96
CN(CC(=O)Nc1cccc(F)c1)C(=O)CCc1nc2ccccc2c(=O)[nH]1	0	-1	-1.1	6	13	0.1	-4	65*	-3	99

Compound activity: PubChem BioAssay, several laboratories
